# High-throughput results deposited in PubChem by National Center for Advancing Translational Sciences (NCATS).
# Coupling enz: qHTS Assay for Inhibitors of Fructose-1,6-bisphosphate Aldolase from Giardia Lamblia: Coupling assay counterscreen. coupling enzyme system counterscreen, AmpLite Red fluorescence. activity change, negative = inhibition, % at 58.2 µM, hits read low. actives 0.67% (n = 290,000); in the data active = activity change below about -30%; also: % is scaled to controls: 0 for no effect and ±100 for the full control effect
#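 Fluorescence at 525 nm excitation and 598 nm emission measured inhibition of the coupled detection system without aldolase. Compounds (at 57.5 uM final) were preincubated 10 min at room temperature with coupling enzyme reagent before a 20 min substrate/AmpLite Red step.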
# A-T KAP1 phos: qHTS Assay for Identifying a Potential Treatment of Ataxia-Telangiectasia; actives 0.19% (n = 320,000); AID 485349, 2010; […] A-T fibroblasts, KAP-1 phosphorylation AlphaLISA; neocarzinostatin DNA damage 30 min before lysis; Potency, µM (doses to about 57.5 µM), for the others: at the highest dose activation, hits mostly activators; also: potency is read from the fitted curve at half-maximal effect; % of control where 0% means no effect; nearly all actives have a fitted effect of over 45% in size
#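 ATM-like activity read as KAP-1 phosphorylation via AlphaLISA donor/acceptor antibody pairs after lysis and 6 hr at 25C. Cells were ATM-null patient fibroblasts ([…], hTERT), dosed 60 min, then exposed to the DSB inducer NCS for 30 min.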
# GALK inh: qHTS Assay for Inhibitors of Human Galactokinase (GALK) | P51570 | Purified GALK, Kinase-Glo residual ATP luminescence | Potency, µM (doses to about 57.5 µM), without a hit: at the top dose activity change, negative = inhibition, hits mostly inhibitors | actives 0.007% (n = 270,000); also: potency is read from the fitted curve at half-maximal effect; % is scaled to controls: 0 for no effect and ±100 for the full control effect
#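 ATP-depletion format; final 35 uM ATP, 100 uM D-galactose, 5 nM enzyme; pH 8.0 HEPES/Mg2+ buffer; 60 min RT; luminescence read 10 min after detection reagent.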
# MLL CXXC-DNA inh: qHTS Fluorescence Polarization Assay for Inhibitors of MLL CXXC domain - DNA interaction; Histone-lysine N-methyltransferase 2A (Homo sapiens), Q03164; MLL-CXXC / FITC-HOXA9 DNA fluorescence polarization; Potency, µM (series often up to 115 µM), for the others: at the top dose activity change, negative = inhibition, actives largely listed as inhibitors; actives 0.037% (n = 290,000); AID 2662, 2010; active = well fitted inhibition curve with a large enough effect in the polarisation, with a control signal flat, not every such curve was filed as active; inconclusive = small, poorly fitted or top-dose-only effect, or effect the other way, or a change in a side signal; inactive = no such curve, though single readings can be large or run the other way; the % refers to the polarisation; also: potency is read from the fitted curve at half-maximal effect
#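 Steps: dispense CXXC domain solution (7 uM) → pin compounds or unlabeled HOX-A9 DNA control → 5 min ambient → add FLSN-HOX-A9 solution (50 nM) → spin → 30 min ambient → fluorescence polarization. Tris pH 7.5/NaCl/DTT/BSA buffer.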
# ASM inhibitor: Inhibitors of Secretory Acid Sphingomyelinase (S-ASM): qHTS | Potency, µM (highest dose often 57.5 µM), inactives show at the top dose activity change, negative = inhibition, most hits filed as inhibitors | actives 0.006% (n = 340,000) | placental ASM, HMU-PC fluorogenic substrate, 60 min | Sphingomyelin phosphodiesterase (Homo sapiens), P17405 | AID 504937, 2011; also: potency is read from the fitted curve at half-maximal effect
# Target sequence (P17405 47-631 limits assumed): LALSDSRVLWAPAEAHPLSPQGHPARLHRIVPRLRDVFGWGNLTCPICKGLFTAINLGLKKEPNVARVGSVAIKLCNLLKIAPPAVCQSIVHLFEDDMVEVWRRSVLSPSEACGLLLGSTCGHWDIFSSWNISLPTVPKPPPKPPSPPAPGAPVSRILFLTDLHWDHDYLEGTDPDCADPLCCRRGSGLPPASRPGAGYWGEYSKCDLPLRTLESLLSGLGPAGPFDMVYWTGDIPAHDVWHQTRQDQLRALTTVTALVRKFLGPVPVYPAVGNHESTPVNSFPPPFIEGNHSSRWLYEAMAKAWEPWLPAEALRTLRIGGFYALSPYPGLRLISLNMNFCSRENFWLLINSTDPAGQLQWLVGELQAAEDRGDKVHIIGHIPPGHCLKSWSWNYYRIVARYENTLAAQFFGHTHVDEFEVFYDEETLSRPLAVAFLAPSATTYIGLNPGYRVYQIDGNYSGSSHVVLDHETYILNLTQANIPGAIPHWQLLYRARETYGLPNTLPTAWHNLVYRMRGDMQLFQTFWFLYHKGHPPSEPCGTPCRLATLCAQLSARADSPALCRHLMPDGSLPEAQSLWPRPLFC
#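 Human placenta-derived ASM enzyme was preincubated with compound for 10 minutes at room temperature, then given fluorogenic substrate HMU-PC0 (9 uM final) for 60 minutes at 37 °C; a pH 10 stop preceded fluorescence reading at Ex 386/Em 447 nm.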
# MBNL1 CUG block: qHTS Assay for Inhibitors of MBNL1-poly(CUG) RNA binding; Muscleblind-like protein 1 (Homo sapiens), Q9NR56; TR-FRET MBNL1-His/biotin-(CUG)12 binding, 665/545 ratio; Potency, µM (doses to about 57.5 µM), inactives show at the highest dose activity change, negative = inhibition, hits mostly inhibitors; actives 0.036% (n = 280,000); active = well fitted inhibition curve with a large enough effect in the signal ratio, with a control signal flat, not every such curve was filed as active; inconclusive = small, poorly fitted or top-dose-only effect, or effect the other way, or a change in a side signal; inactive = no such curve, though single readings can be large or run the other way; the % refers to the signal ratio; also: potency is read from the fitted curve at half-maximal effect; % is scaled to controls: 0 for no effect and ±100 for the full control effect
# Target sequence (Q9NR56 whole entry, looked up): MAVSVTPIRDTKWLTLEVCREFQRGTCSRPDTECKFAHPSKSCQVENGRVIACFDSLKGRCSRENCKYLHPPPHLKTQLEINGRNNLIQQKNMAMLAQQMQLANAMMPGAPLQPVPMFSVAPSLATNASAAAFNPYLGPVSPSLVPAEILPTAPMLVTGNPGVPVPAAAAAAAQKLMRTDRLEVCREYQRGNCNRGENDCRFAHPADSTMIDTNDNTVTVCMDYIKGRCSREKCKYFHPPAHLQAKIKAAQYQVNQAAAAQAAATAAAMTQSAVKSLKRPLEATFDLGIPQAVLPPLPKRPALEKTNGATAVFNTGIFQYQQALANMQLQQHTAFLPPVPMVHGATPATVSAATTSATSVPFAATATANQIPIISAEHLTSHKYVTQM
#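 TR-FRET between His-tagged MBNL1 and biotin-(CUG)12 RNA, detected with Tb anti-His antibody (0.055 ng/ul) and streptavidin-XL665 (5 nM), 60 min at room temperature. Compounds titrated 92 nM to 58 uM; 665/545 nm ratio normalized to buffer and complex controls.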
# KCNH2 3.1 block: qHTS for Inhibitors of KCHN2 3.1: Mutant qHTS; Potassium voltage-gated channel subfamily H member 2, brain isoform KCNH2 3.1 (human); AID 720553, 2013; actives 0.95% (n = 340,000); U2OS KCNH2 3.1, thallium flux FluxOr; hits give low values; activity change, % (tested at about 1.8 µM);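 active = maximum activity change below -70%; inconclusive = maximum activity change from -70% to -50%; inactive = maximum activity change above -50%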;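 also: thallium influx rate constant from kinetic fluorescence after stimulation buffer; % is scaled to controls: 0 for no effect and ±100 for the full control effect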
#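 We transduce U2OS cells with the mutant 3.1 virus, culture them overnight, load FluxOr with Red40 quencher for 45 min, then add stimulation buffer and read kinetically for 2 min to derive a normalized rate constant.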
# a7 integrin act: qHTS for Activators of Integrin-Mediated Alleviation for Muscular Dystrophy. alpha7betagal myoblasts, beta-gal FDG fluorescence, 48 h. Potency, µM (top dose mostly 38.3 µM), inactives show at the top dose activation, hits mostly activators. actives 0.064% (n = 350,000);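 also: potency is read from the fitted curve at half-maximal effect; 100% = response of the positive control SU9516; nearly all actives have a fitted effect of over 60% in size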
#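 alpha7betagal+/- myoblasts (passage 13, 250/well) treated 48 h at 37C with compounds at 1:260 dilution of DMSO stock. Lysed, then beta-galactosidase activity read as FDG fluorescence (ex 480/em 540) after 30 min, with pre-read for autofluorescence.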
# KCNH2 WT inh: qHTS for Inhibitors of KCHN2 3.1: Wildtype qHTS; Voltage-gated inwardly rectifying potassium channel KCNH2 (Homo sapiens), Q12809; U2OS, BacMam KCNH2, thallium flux FluxOr; hits give low values; activity change, % at 1.84 µM; actives 0.37% (n = 340,000); AID 720551, 2013;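 active = maximum activity change below -70%; inconclusive = maximum activity change between -70% and -50%; inactive = maximum activity change above -50%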; also: % is scaled to controls: 0 for no effect and ±100 for the full control effect
#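 U2OS cells transduced with wild-type KCNH2 virus are loaded with FluxOr dye for 45 min, and thallium flux is measured in kinetic reads before and after stimulation buffer. Rate constants are normalized to DMSO controls.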
# TRPV1 agonist: HTS Assay for Compounds that Act as Agonists of the Vanilloid Receptor 1 | AID 540275, 2011 | Transient receptor potential cation channel subfamily V member 1 (Homo sapiens), Q8NER1 | actives 0.19% (n = 320,000) | activation, % at 8.33 µM | TRPV1-expressing cells, Fluo-8 calcium influx, agonist mode; in the data active = activation above about 80%; inconclusive = between about 30% and that limit; also: 0% is about no effect
#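 Cells expressing TRPV1 were dye-loaded with Fluo-8 and read kinetically: 10 s baseline, 3 min after compound (agonist portion), then 2 min after EC20 capsaicin (allosteric enhancer portion). Calcium-bound dye fluorescence at 480/520 nm.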
# An asterisk follows results filed as active; ? = inconclusive; · = no result given; [ ] = another dose, or the depositor's remark. Unless noted, calls follow the shape of the dose curve; as a rule, active = well fitted curve in the direction sought with a large enough effect; inconclusive = small, poorly fitted or top-dose-only effect, or another doubt; inactive = no such curve, though single readings can be large; an effect the other way counts as inactive or inconclusive.
SMILES,Coupling enz,A-T KAP1 phos,GALK inh,MLL CXXC-DNA inh,ASM inhibitor,MBNL1 CUG block,KCNH2 3.1 block,a7 integrin act,KCNH2 WT inh,TRPV1 agonist
CC(C)(C)c1nc(C(C)(C)C)c(Br)c(=O)[nH]1,5,35%,1%,0%,-1%,-1%,-3,-7%,-2,9
COc1ccc(CN2C(=O)c3ccccc3C2=O)cc1C(=O)Nc1ccc(C)cc1C,2,-3%,0%,-3%,·,0%,10,0%,-3,1
Cc1c(C(=O)NCc2cccnc2)sc2nc(-c3ccc(F)cc3)cn12,3,·,1%,-14%,-12%,-16%,-4,1%,-12,2
Cc1cc(NC(C)c2ccccc2)n2ncc(-c3ccccc3)c2n1 (configuration not stated),1,-2%,0%,-8%,10%,0%,-3,-8%,0,2
CC1=CCC2C(=O)N(CCc3c[nH]c4ccccc34)C(=O)C2C1 (configuration not stated),1,-2%,-1%,11%,-5%,-10%,5,-15%,1,-4
COc1ccc(CCNC(=O)COc2ccc(N(C)S(=O)(=O)c3ccc(C)cc3)cc2)cc1,0,3%,1%,1%,-4%,-8%,-17,-7%,4,-1
N#Cc1c(C(F)(F)F)cc(-c2ccco2)nc1SCc1ccccn1,0,·,3%,-1%,223%[activator],78%[activator],-11,-7%,-7,?
Cc1ccccc1OCC(=O)Nc1ccc(C)c(S(=O)(=O)N2CCCCCC2)c1,·,4%,·,·,0%,·,-21,?,-8,?
O=C(CSc1ccccc1C(=O)O)NC1CCCCCC1,5,23%,-2%,-17%,-3%,3%,9,-13%,-4,2
Cn1c(CNc2cccc(C(F)(F)F)c2)n[nH]c1=S,1,1%[11.5 µM],4%,2%,-2%,0%,-1,-7%,·,0
O=C(O)CN1C(=O)/C(=C\c2cc(Br)ccc2OCc2ccc(Cl)cc2)SC1=S,14,-6%,·,19%,4%,7%,8,?,6,1
CC(=O)c1ccc(NC(=O)CN(C)CC(=O)Nc2cccc(F)c2)cc1,5,3%,-1%,-6%,-1%,6%,4,3%,-4,2
CC1CC(NC(=O)C2(C)CC2(Cl)Cl)CC(C)(C)C1 (configuration not stated),2,·,0%,-14%,3%,-3%,12,12%[7.66 µM],6,26
Cn1c(=O)cc(OCC(=O)NCCCN2CCN(Cc3ccccc3)CC2)c2ccccc21,-1,-4%,-4%,-6%,4%,?,?,-18%,-2,-1
C#CCOCCOCCOCCNc1nc(N2CCN(C(=O)[C@H]([C@@H](C)CC)n3cc(CCC(=O)O)nn3)CC2)nc(N2CCN(C(=O)[C@H](CCCCN)n3cc(CC(C)O)nn3)CC2)n1 (some centres not stated),·,·,·,·,3%,·,-12,1%,1,·
CC(=O)CCc1oc2ccccc2c1-c1ccccc1,7,6%,-2%,-1%,-4%,0%,-16,-25%,3,?
Cc1ccc(N2C(=O)C3C4C=CC(CC4)C3C2=O)cc1Br (configuration not stated),-3,10%,6%,10%,3%,-7%,-21,7%,-1,27
Cc1ccc(NC(=O)CSc2nnc(Cn3c(=O)sc4ccccc43)n2C)cc1,-1,5%,-2%,1%,4%,3%,0,-2%,-3,-1
Cc1noc(C(=O)N2CCN(c3ccccc3)CC2)c1Cl,-1,6%,·,·,0%,1%,4,11%,-1,?
O=C(O)Cn1c(COc2ccc(Cl)cc2)nc2ccccc21,2,2%,·,-2%,-4%,1%,25,?,-1,2

# Another view of 2 compounds above.
# Order of results – Coupling enz, A-T KAP1 phos, GALK inh, MLL CXXC-DNA inh, ASM inhibitor, MBNL1 CUG block, KCNH2 3.1 block, a7 integrin act, KCNH2 WT inh, TRPV1 agonist
CC(=O)c1ccc(NC(=O)CN(C)CC(=O)Nc2cccc(F)c2)cc1
→ 5, 3%, -1%, -6%, -1%, 6%, 4, 3%, -4, 2
CC1=CCC2C(=O)N(CCc3c[nH]c4ccccc34)C(=O)C2C1 (configuration not stated)
→ 1, -2%, -1%, 11%, -5%, -10%, 5, -15%, 1, -4

# Next section
SMILES,Coupling enz,A-T KAP1 phos,GALK inh,MLL CXXC-DNA inh,ASM inhibitor,MBNL1 CUG block,KCNH2 3.1 block,a7 integrin act,KCNH2 WT inh,TRPV1 agonist
N/C(=N\OC(=O)Cc1cccs1)c1ccc(Br)cc1,2,13%,0%,6%,-1%,·,·,4%,-24,11
CC(C)(C)c1nnc2sc(SC/C(O)=C(\C#N)c3nc4ccccc4[nH]3)nn2c1=O,-8,-9%,2%,-6%,-1%,15%,-14,-18%,-4,4
O=C(NCCc1ccc(O)c(O)c1)C1COc2ccccc2O1 (configuration not stated),-8,-16%,0%,-6%,-1%,1%,1,19%,-7,89*
Fc1cccc(NC(=S)NCc2ccc(Cl)cc2)c1,2,-2%,4%,-2%,6%,·,14,-8%,2,?
COC(=O)c1ccc2c(c1)N(Cc1nc(-c3cccc(C)c3)oc1C)C(=O)C1CCCN21 (configuration not stated),0,11%,2%,1%,·,-4%,·,·,·,2
O=C(Cc1n[nH]c(=O)c2ccccc12)Nc1cc(C(F)(F)F)ccc1-n1cncn1,·,-5%,·,·,4%,·,2,-6%,-4,-2
OCC1(CCc2ccccc2)CCCN(CCCc2ccccc2)C1 (configuration not stated),1,6%,-2%,5%,-1%,8%,-96*,-26%,?,8
CCC(C)Sc1nc2c(cnn2-c2ccccc2)c(=O)[nH]1 (configuration not stated),7,11%,-1%,-18%,-2%,-13%,-1,5%,8,-8
CCOc1ccc(NC(=O)COC(=O)c2c(OC)cccc2OC)cc1,2,-21%,1%,2%,-1%,-10%,0,-20%,-1,9
COc1ccc(-n2c(SCC(=O)N(C)C3CCS(=O)(=O)C3)nc3ccc(O)cc3c2=O)cc1OC (configuration not stated),·,12%,·,·,127%[activator],·,2,0%,-2,·
O=C(CSc1nccn1-c1ccccc1)NO,3,-6%,-4%,0%,-1%,0%,-2,21%,-10,-4
COC(=O)c1ccc(CNC(=O)c2ccc3c(c2)NC(=O)CS3)cc1,·,2%,·,·,1%,·,14,-6%,7,3
Cc1[nH]c2ccccc2c1C(=O)COC(=O)c1ccc([N+](=O)[O-])s1,-5,3%,-3%,8%,?,?,-14,-59%[inhibitor],-5,0
CC(=O)NC1(c2cccc(F)c2)CCN(C(=O)Nc2ccc(C#N)cc2)CC1,0,1%,-1%,2%,0%,-7%,8,10%,-1,6
O=C(NCc1ccc2c(c1)OCO2)C(=O)NCC1OCCN1S(=O)(=O)c1ccc(Cl)cc1 (configuration not stated),2,0%,0%,0%,-3%,-10%,6,-5%,7,-7
O=C(O)CN1C(=O)NC2(CCc3ccccc32)C1=O (configuration not stated),-1,-11%,0%,-1%,13%,-2%,6,-23%,2,2
Cc1nn(C)c(C)c1S(=O)(=O)N(CC(=O)NCCCN1CCC(C)CC1)c1ccc(C(C)C)cc1,·,3%,4%,-1%,5%,2%,5,0%,52,2
COc1ccnc2c1c(=O)n(Cc1ccc(Cl)cc1Cl)c(=O)n2C,2,2%,0%,12%,-1%,0%,-8,-28%,20,5
O=C(O)COc1ccc(/C=N/NC(=O)c2cn(-c3ccccc3)nc2-c2ccccc2)cc1,0,4%,-5%,32%[activator],-4%,9%,-3,?,0,-1

# Single records (already shown).
# COc1ccnc2c1c(=O)n(Cc1ccc(Cl)cc1Cl)c(=O)n2C across the screens: Coupling enz = 2; A-T KAP1 phos = 2%; GALK inh = 0%; MLL CXXC-DNA inh = 12%; ASM inhibitor = -1%; MBNL1 CUG block = 0%; KCNH2 3.1 block = -8; a7 integrin act = -28%; KCNH2 WT inh = 20; TRPV1 agonist = 5
# COC(=O)c1ccc2c(c1)N(Cc1nc(-c3cccc(C)c3)oc1C)C(=O)C1CCCN21 (configuration not stated) across the screens: Coupling enz = 0; A-T KAP1 phos = 11%; GALK inh = 2%; MLL CXXC-DNA inh = 1%; ASM inhibitor = ·; MBNL1 CUG block = -4%; KCNH2 3.1 block = ·; a7 integrin act = ·; KCNH2 WT inh = ·; TRPV1 agonist = 2
